# Compound activity (PubChem BioAssay)
# TNAP act hi DEA: increases human TNAP activity under high phosphate acceptor concentration | P05186 | purified TNAP, CDP-star luminescence, 1 M DEA, 30 min; hits give high values; 0 = EDTA background, 1 = DMSO-only activity | activation factor at 20 µM | 200,000 tested, under 10 active | AID 1136;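 active = activation factor at least 2 at 20 µM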
# Target sequence (P05186 whole entry, looked up): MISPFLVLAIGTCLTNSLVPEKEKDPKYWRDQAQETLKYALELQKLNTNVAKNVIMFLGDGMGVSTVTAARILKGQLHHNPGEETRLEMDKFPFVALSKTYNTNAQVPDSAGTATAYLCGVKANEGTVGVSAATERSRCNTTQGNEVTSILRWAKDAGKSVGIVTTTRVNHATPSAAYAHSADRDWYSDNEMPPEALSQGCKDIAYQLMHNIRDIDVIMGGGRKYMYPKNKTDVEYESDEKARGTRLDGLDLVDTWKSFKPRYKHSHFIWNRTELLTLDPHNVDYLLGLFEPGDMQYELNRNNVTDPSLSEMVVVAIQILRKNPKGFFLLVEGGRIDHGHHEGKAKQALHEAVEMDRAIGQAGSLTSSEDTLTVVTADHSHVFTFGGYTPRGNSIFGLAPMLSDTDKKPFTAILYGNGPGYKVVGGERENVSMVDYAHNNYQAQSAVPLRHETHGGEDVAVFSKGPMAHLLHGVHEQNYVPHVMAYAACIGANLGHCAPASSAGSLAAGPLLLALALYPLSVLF
#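 Test system – human TNAP · Doses – 20 µM single point · Incubation – 30 min, room temperature · Signal – luminescent substrate turnover signal · Read-out basis – activation factor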
# PMI act: increases human mannose-6-phosphate isomerase activity; P34949; purified human PMI, coupled resazurin fluorescence, 20 min; hits give high values; 1 = vehicle control, 0 substrate-free wells; activation factor at 20 µM; hit rate 0.005% among 190,000;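 active = activation factor of 2 or more at 20 µM, relative to plate controls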
# Target sequence (P34949 whole entry, looked up): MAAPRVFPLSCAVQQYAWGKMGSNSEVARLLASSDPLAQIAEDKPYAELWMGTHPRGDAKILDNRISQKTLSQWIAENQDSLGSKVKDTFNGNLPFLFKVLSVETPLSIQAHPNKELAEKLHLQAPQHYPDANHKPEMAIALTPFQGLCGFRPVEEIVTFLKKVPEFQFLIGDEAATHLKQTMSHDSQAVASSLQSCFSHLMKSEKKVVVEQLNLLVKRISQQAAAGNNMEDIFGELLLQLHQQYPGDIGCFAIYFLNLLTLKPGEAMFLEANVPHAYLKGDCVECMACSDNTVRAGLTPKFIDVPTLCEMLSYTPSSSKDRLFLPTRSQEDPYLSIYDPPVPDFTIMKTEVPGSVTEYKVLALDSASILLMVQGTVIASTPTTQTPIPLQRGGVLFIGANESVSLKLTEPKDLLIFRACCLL
# Diaphorase inh: diaphorase inhibition or chemical oxidation counter-screen | inhibition, % at 20 µM | diaphorase resazurin-to-resorufin fluorescence, NADH, 16 min; bacterial (C. kluyveri) enzyme, not human | AID 1217 | hit rate 0.69% among 190,000;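 active = primary screen inhibition at 20 µM above a set limit, cut at about 50% in these data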;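 also: plate controls were DMSO with full reaction for no effect and wells lacking NADH for full effect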
#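 Assay system: diaphorase enzyme from Clostridium kluyveri; Input: enzyme working solution with 0.14 U/mL diaphorase; Timing: 16 min at room temperature; Technique: resorufin fluorescence, excitation 544 nm, emission 590 nm; Benchmarks: positive control minus NADH, DMSO neutral control.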
# TNAP inh no acc: blocks human TNAP activity with no phosphate acceptor present | P05186 | purified TNAP, CDP-star luminescence, 30 min | inhibition, % at 20 µM | hit rate 0.26% among 200,000;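 active = tissue-nonspecific alkaline phosphatase inhibition above about 50% at 20 µM in the single-dose screen, limit read from the data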;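 also: 0% = DMSO negative control and 100% = EDTA positive control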
# PMI act satM6P: PMI (human) activation, high substrate; P34949; coupled PMI enzyme assay, resazurin fluorescence, 20 min; hits give high values; 1 = untreated enzyme, 0 = substrate-free blank; activation factor at 20 µM; hit rate 0.34% among 190,000; AID 1216;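 active = activation factor of 2 or more at 20 µM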
#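 Test system: human phosphomannose isomerase with PGI, G6PDH, diaphorase coupling enzymes / Doses: 20 µM compound, 1% DMSO / Times: enzyme reaction with compound 20 min at room temperature / Measured by: Diaphorase-driven resazurin-to-resorufin fluorescence, excitation 544, emission 590 nm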
# Lmaj promast: Leishmania major promastigote growth inhibition | Leishmania major promastigotes, resazurin fluorescence viability | inhibition, % at 10 µM | hit rate 9% among 200,000 | AID 1063; in the data active = inhibition above about 50%;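 also: promastigotes grown with compound for 44 hours at 28 °C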
# TNAP inh hi DEA: TNAP (human) inhibition, high acceptor. P05186. purified TNAP, CDP-star luminescence, 1 M DEA. inhibition, % at 20 µM. hit rate 0.03% among 200,000. AID 1135;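 active = over 50% inhibition of tissue-nonspecific alkaline phosphatase at 20 µM in the single-dose screen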;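 also: plate controls were DMSO wells for no effect and EDTA-quenched wells as full inhibition for full effect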
# Diaph act CS: counter-screen for diaphorase-based assays: diaphorase activators and chemical reducers; Diaphorase/resazurin coupled assay, resorufin fluorescence, 16 min; hits give high values; 1 = vehicle wells, 0 = NADH-free wells; activation factor at 20 µM; hit rate 0.005% among 190,000; AID 1229;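 active = diaphorase activity raised at least twofold by the compound at 20 µM; inactive = activation factor below 2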
#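 Material: Purified diaphorase enzyme from Clostridium kluyveri | Buffer or medium: 50 mM HEPES pH 7.4 with 4.542 mM MgCl2, 0.005% Tween 20 | Times: 16 min enzyme reaction, ambient temperature | Signal: Red resorufin fluorescence at 544/590 nm excitation/emission | Measure: Increased resorufin signal from activators or reducing compounds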
# bIAP activator: increases bovine intestinal alkaline phosphatase activity. hit rate 0.17% among 200,000. activation factor at 20 µM. purified bovine IAP, CDP-star luminescence, 30 min; hits give high values; fold of DMSO-control signal, blank-subtracted;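 active = activation factor of 2 or more at 20 µM, a signal rise over negative controls twice the positive control's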
# bIAP inh: intestinal alkaline phosphatase (bovine) inhibition | purified bovine IAP, CDP-star luminescence, 30 min | inhibition, % at 20 µM | 190,000 tested, under 10 active | AID 1019;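 active = over 50% inhibition of intestinal alkaline phosphatase at 20 µM in the single-dose screen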
#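 System: purified bovine intestinal alkaline phosphatase (IAP) enzyme; Input: IAP diluted 1/65,000,000 in the well; Measured by: CDP-star luminescence signal; Compound dosing: 20 µM single dose; Incubation: 30 min reaction at room temperature.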
# * hit, by the source's call; / = no result given.
# Preview, two compounds:
SMILES,TNAP act hi DEA,PMI act,Diaphorase inh,TNAP inh no acc,PMI act satM6P,Lmaj promast,TNAP inh hi DEA,Diaph act CS,bIAP activator,bIAP inh
O=C(Cn1cnc2ccccc2c1=O)Nc1ccc2c(c1)CCC2,1,0.9,11.6,3.4,1,-2.6,-2.6,0.9,0.9,12.5
COc1cccc(NC(=O)Cc2ccccc2)c1,1.1,0.9,17.2,-11.9,1,-0.3,-9.3,0.8,0.8,16.3

# Main list, from the start:
SMILES,TNAP act hi DEA,PMI act,Diaphorase inh,TNAP inh no acc,PMI act satM6P,Lmaj promast,TNAP inh hi DEA,Diaph act CS,bIAP activator,bIAP inh
O=C(Cn1cnc2ccccc2c1=O)Nc1ccc2c(c1)CCC2,1,0.9,11.6,3.4,1,-2.6,-2.6,0.9,0.9,12.5
COc1cccc(NC(=O)Cc2ccccc2)c1,1.1,0.9,17.2,-11.9,1,-0.3,-9.3,0.8,0.8,16.3
Cc1cc(C)nc(SCCC(=O)Nc2ccccc2Cl)n1,1,0.9,8.6,-2.6,0.9,12.1,-3.2,0.9,1,4.4
CC(C)C(c1nnnn1Cc1ccc2c(c1)OCO2)N1CCN(C)CC1 (centres undefined),1,1.1,3.1,-10.8,1,-1.9,-4.8,1,0.9,11.1
CCCCOc1ccc(/C(N)=N/O)cc1,1,0.8,12.6,-4.8,0.9,-11.0,-3.3,0.9,0.9,6.9
CSc1ccccc1NC(=O)CN(C)CC(=O)Nc1ccc(Cl)cc1[N+](=O)[O-],1,1.1,-6.6,-3.8,1,12.0,0.8,1.1,1.2,-23.0
C=CCNC(=O)c1ccccc1NC(=O)COc1ccc(OC)cc1,1,1.1,-7.7,-6.6,1,-5.6,0.9,1.1,1.1,-9.9
CCCN1C(=O)/C(=C\c2nc3ccccc3c(=O)[nH]2)c2ccccc21,1.1,0.9,39.3,-6.8,1,100.5*,-6.2,0.6,0.8,19.7
O=C(O)CCC/C=C\C[C@@H]1[C@@H](/C=C/[C@@H](O)COc2cccc(Cl)c2)[C@H](O)C[C@@H]1O,1,0.9,19.5,-9.7,0.9,-5.0,-2.1,0.8,0.9,12.1
Cc1cc(C)c2c(n1)nn1c(NCCCn3ccnc3)cc(C)nc21,1,0.9,-3.9,-17.4,1,/,-2.3,1,2.3*,-127.7
NC(=S)Nc1ccc2c(c1)OCO2,1.1,1,5.6,-10.7,1,-9.3,-6.4,0.9,1,-2.0
C[C@@H](O)C1NC(=O)[C@H](CCCCN)NC(=O)c2cc([N+](=O)[O-])cc(F)c2NCCCC[C@@H](C(N)=O)NC1=O (some centres undefined),1,1.4,-10.4,0.6,1.5,0.5,4.3,1.1,1,2.7
COc1ccc(CCNC(=O)CCSc2nc(-c3ccco3)cc(C(F)(F)F)n2)cc1OC,1.1,1,-11.6,3.8,1.1,8.0,-5.1,1.1,1.1,-7.7
CC(C)(C)SCCNC(=O)CN(c1ccccc1)S(=O)(=O)c1ccccc1,1,1,17.2,-8.1,0.9,23.1,-4.7,0.8,0.9,9.8
NC(=O)c1ccc(-n2nnnc2Oc2ccc(Br)cc2)cc1,1,1,-6.8,4.0,1,10.9,1.1,1.1,1,-4.4
COc1ccc(CN(C)Cc2nc3cc(OC)c(OC)cc3c(=O)[nH]2)c(OC)c1,1.1,1,19.4,-28.0,1,1.4,-5.7,0.8,1.3,-30.2
CCn1c(SCC(=O)NC(=O)NCc2ccco2)nc2sc(C)c(C)c2c1=O,1,0.9,23.5,-3.7,1.2,22.4,-2.7,0.8,1,1.7
Cc1ccc2cccc(Oc3cnccn3)c2n1,1,1,14.8,-8.4,0.8,-5.7,-4.8,0.9,1,4.0
Cc1ccc(NC(=O)Cc2cn3ccsc3n2)nc1,1,1,6.4,-8.6,1,-0.1,-3.6,0.9,0.8,20.6
Cc1cccc(CCNS(=O)(=O)c2cnc[nH]2)c1,1,0.9,3.3,-3.8,0.9,-6.3,3.8,1,0.9,10.6
Cc1ccccc1CN(c1ccc(C(=O)N2CCCC2)cc1)S(C)(=O)=O,1,1,9.0,2.0,1,-2.9,-2.7,0.9,0.9,6.9
COc1ccc(C2=NOC(C(=O)NC3CCCCC3)C2)cc1OC (centres undefined),1,0.9,16.5,-4.8,0.9,1.9,-1.2,0.8,0.9,7.8
N/C(=N\OC(=O)c1ccc2c(c1)OCO2)c1cccc(Br)c1,1.1,0.9,27.4,-7.0,1,3.3,-5.7,0.7,1,-3.6
CCN(CC)S(=O)(=O)c1ccc(OC)c(NS(=O)(=O)c2ccc(F)cc2)c1,1,1,5.5,-2.7,1,-7.4,-1.7,0.9,0.9,7.0
Cc1cc(N2CCCC2)nc2c(C)cccc12,1,1,7.3,-7.6,1,3.6,-4.7,0.9,1,-1.4
O=C(NCCN1CCOCC1)c1ccc(CSCc2cccc(Cl)c2)o1,1.1,1.1,-17.7,-6.7,1.1,1.0,-8.2,1.2,1,-0.6
CCCCCCNC(=O)CSc1nccn1Cc1ccccc1,1.1,0.9,13.8,-15.3,0.9,0.3,-5.6,0.9,0.9,9.9
COc1ccc2nc(NC(=O)CCc3ccc(OC)c(OC)c3)sc2c1,1,1,5.5,-6.6,1,3.0,3.5,0.9,0.7,27.6
N#Cc1ccc(CSc2nnc(-c3cccnc3)n2-c2ccccc2)cc1,1.1,1.1,1.0,-2.5,1.1,-4.6,-8.3,1,1,-0.3
CC(=O)N1CCN(c2ccccc2NC(=O)COc2ccccc2C)CC1,1.1,1,9.8,-8.8,1,-0.6,-6.1,0.9,1.1,-5.5
Cc1ccc(CNC(=O)COC(=O)C2CCN(S(=O)(=O)c3cccs3)CC2)cc1,1,0.9,7.3,-9.5,0.9,0.4,-3.3,0.9,1,-3.7
C=CCc1ccc(OCC(O)CN2CCCCC2)c(OC)c1 (centres undefined),1.1,1,16.4,-16.2,0.9,77.8*,-6.9,0.8,0.9,7.6
CCOC(=O)CS(=O)(=O)c1nc(-c2ccc(F)cc2)cc(C(F)(F)F)n1,1,0.9,14.7,-12.1,0.9,-3.1,-4.9,0.9,0.9,6.7
COC(=O)c1ccc(NC(=O)Cn2c(-c3nonc3N)nc3ccccc32)cc1,1,1,-6.5,17.7,1,-0.4,-0.6,1.1,1.2,-16.9
Cn1c(SCC(=O)C(C)(C)C)nnc1-c1ccccn1,1.1,1.2,-21.1,1.3,1.2,-5.0,-10.0,1.2,1,-0.6
Cc1ccccc1C1C(C#N)=C2N=C(N)c3c(sc4c3CCCCC4)N2C2=C1C(=O)CCC2 (centres undefined),0.9,0.9,17.8,4.6,0.7,37.3,5.8,0.8,1,4.7
O=C1CSC(c2ccccc2F)N1c1cc(Cl)ccc1O (centres undefined),1,0.9,16.6,-7.7,0.9,1.4,-3.6,0.8,0.9,13.4
C=CCNC(=O)c1ccccc1NC(=O)c1ccccc1N(C)S(C)(=O)=O,1,1,-6.4,-9.1,1,-1.7,-1.9,1.1,0.9,13.3
Clc1ccccc1-c1nnc(-c2ccc3c(c2)OCO3)o1,1,0.9,12.7,-2.0,0.9,2.9,1.4,0.9,0.7,26.5
CCOc1ncccc1C(=O)OCc1nnc(-c2ccccc2)o1,1.1,1,17.1,-10.8,1,-4.0,-6.5,0.8,1,-3.3
NC(=O)NOCc1ccccc1F,1,0.9,5.9,-8.3,0.9,0.4,-1.4,0.9,1,-4.6
CC1(C)C(=O)OC(c2c(F)c(F)c(F)c(F)c2F)C2(CCCCC2)C1=O (centres undefined),1,0.9,12.3,0.5,0.9,-3.1,-3.3,0.9,1,3.5
Cc1ccc(C(=O)OCCN2CCN(c3ncc(C(F)(F)F)cc3Cl)CC2)cc1,1,0.9,20.2,-6.0,0.9,-7.5,-4.9,0.8,0.9,5.2
CCC12CN(S(=O)(=O)c3ccc(C)cc3)CC(CC)(CN(S(=O)(=O)c3ccc(C)cc3)C1)C2=O,1,1.1,-3.0,0.2,1.1,19.4,0.8,1,1,2.5
CN(C)C(=O)C(=O)c1cccn1-c1cccc(Cl)c1C#N,/,0.9,-8.7,-6.3,0.8,-2.8,/,1.1,1.2,-17.6

# Limited to Diaphorase inh (three entries from above):
compound,Diaphorase inh
Cc1ccccc1C1C(C#N)=C2N=C(N)c3c(sc4c3CCCCC4)N2C2=C1C(=O)CCC2 (centres undefined),17.8
O=C1CSC(c2ccccc2F)N1c1cc(Cl)ccc1O (centres undefined),16.6
C=CCNC(=O)c1ccccc1NC(=O)c1ccccc1N(C)S(C)(=O)=O,-6.4

# Going on with the list:
SMILES,TNAP act hi DEA,PMI act,Diaphorase inh,TNAP inh no acc,PMI act satM6P,Lmaj promast,TNAP inh hi DEA,Diaph act CS,bIAP activator,bIAP inh
CCCCNC(=O)c1ccc(/C=C2\Oc3ccccc3N(C)C2=O)cc1,1,1,-1.0,0.7,1,-3.5,-1.4,1,1.1,-5.3
COc1ccc(C(=O)CSc2ccc(-c3ccccc3)nn2)cc1,1,0.8,10.1,-13.8,0.9,-4.5,2.1,0.9,0.9,6.1
CCOC(=O)c1[nH]c(C)c(C(=O)OC(C)C(=O)Nc2ncc(Cl)cc2Cl)c1C (centres undefined),1,0.9,3.5,-10.2,0.9,2.0,-4.6,1,1,0.9
O=C1C2C3C=CC(C3)C2C(=O)N1c1ccccc1OS(=O)(=O)c1ccccc1 (centres undefined),0.9,1.1,0.9,-1.6,1.1,62.9*,5.4,1,0.3,/
CCC(C)[C@H](N)c1nnc(SCC(=O)c2ccc(Cl)cc2)o1 (some centres undefined),1,0.9,8.8,-0.8,0.9,90.3*,-2.8,0.9,0.9,7.5
Cc1cccc(-n2c(O)c(C=NCCCN3CCOCC3)c3ccccc3c2=O)c1,1,0.9,7.2,-2.0,0.9,1.6,-0.8,0.9,1.3,-29.0
O=C(CSc1ccc(-c2cccc([N+](=O)[O-])c2)nn1)N1CCCCCC1,1.1,1,-1.6,-9.0,1,18.7,-5.4,1,1.1,-13.4
O=C(O)C1C2C=CC3(CN(CC(O)COc4ccccc4)C(=O)C13)O2 (centres undefined),1,1.1,9.4,-9.3,0.9,1.3,-3.2,0.9,1.1,-5.3
O=C(COc1ccc2c(c1)CCC2)N1CCN(c2ccccc2F)CC1,1,0.8,14.0,-17.9,0.9,-1.4,-0.5,0.9,1,-1.9
CC1CCN(C(=O)c2ccc(SCc3ccccc3F)c([N+](=O)[O-])c2)CC1,1,0.8,19.2,-3.1,0.7,69.3*,2.0,0.8,0.9,12.8
CCc1ccc(NC(=O)CSc2n[nH]c(C)c2[N+](=O)[O-])cc1,1,1.1,3.1,-3.7,1.1,43.0,-0.4,1,0.9,5.6
